Screening results: PubChem, several laboratories
S1P2 blocker – antagonists of human S1P2 receptor; cell-based S1P2 antagonist assay, inhibition at 5 uM; 0.21% of 97,000 active; inhibition, % at 5 µM; AID 736; in the data active means inhibition above about 45%;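 further: CRE beta-lactamase reporter cells expressing human S1P2 stimulated with S1P; 0% = agonist at EC80 alone and 100% = agonist plus reference antagonist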
Target sequence (O95136 whole entry, looked up): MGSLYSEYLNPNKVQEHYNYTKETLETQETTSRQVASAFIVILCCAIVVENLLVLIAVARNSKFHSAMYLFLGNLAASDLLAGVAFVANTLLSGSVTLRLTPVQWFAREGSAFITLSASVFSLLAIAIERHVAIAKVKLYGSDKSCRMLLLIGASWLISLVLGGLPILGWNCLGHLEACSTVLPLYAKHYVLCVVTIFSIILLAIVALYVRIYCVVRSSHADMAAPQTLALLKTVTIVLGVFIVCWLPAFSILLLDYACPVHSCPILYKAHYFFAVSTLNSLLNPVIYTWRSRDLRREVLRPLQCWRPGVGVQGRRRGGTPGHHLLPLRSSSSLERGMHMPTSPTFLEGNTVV
PLK1 PBD inh – Plk1 (human) PBD binding inhibition; P53350; Plk1 PBD phosphopeptide binding, fluorescence polarization; inhibition, %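 (tested at about 20 µM)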; 0.13% of 97,000 active; AID 693; in the data active means inhibition above about 34%, passing the limit was not always enough
Target sequence (P53350 whole entry, looked up): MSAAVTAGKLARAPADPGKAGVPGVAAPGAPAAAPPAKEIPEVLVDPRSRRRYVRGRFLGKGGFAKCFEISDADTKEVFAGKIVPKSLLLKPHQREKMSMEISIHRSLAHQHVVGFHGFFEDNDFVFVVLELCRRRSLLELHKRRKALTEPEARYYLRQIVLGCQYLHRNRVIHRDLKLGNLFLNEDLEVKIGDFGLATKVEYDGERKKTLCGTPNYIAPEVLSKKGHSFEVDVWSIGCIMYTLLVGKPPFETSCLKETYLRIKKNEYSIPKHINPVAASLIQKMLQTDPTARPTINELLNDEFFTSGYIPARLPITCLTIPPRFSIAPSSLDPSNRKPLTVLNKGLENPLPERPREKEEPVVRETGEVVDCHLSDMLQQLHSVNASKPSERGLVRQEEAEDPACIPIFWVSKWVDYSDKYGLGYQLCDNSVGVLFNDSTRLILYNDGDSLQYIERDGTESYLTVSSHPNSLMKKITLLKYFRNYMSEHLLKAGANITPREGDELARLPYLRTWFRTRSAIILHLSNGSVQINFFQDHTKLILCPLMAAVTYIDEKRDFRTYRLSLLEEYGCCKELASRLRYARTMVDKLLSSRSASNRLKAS
HIV Rev-RRE inh – disrupts HIV-1 Rev binding to RRE RNA; 0.79% of 97,000 active; inhibition, % at 8 µM; P05866; Rev peptide-RRE RNA binding, FRET;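 active means inhibition above the screen-wide mean plus 3 SD, cut at about 35% in these data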;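 further: 0% = median DMSO wells and 100% = median Neomycin B control wells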
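Material: labelled RRE RNA duplex and labelled Rev peptide / Buffer or medium: HEPES pH 7.5 salt buffer with EDTA / Compound dosing: single point, 8 µM final nominal compound concentration / Benchmarks: DMSO low control, neomycin B high control / Timing: 5 min preincubation and 15 min binding, 25 °C / Technique: FRET fluorescence readout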
FAK inh – blocks human focal adhesion kinase activity | biochemical FAK kinase activity assay | inhibition, %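 (tested at 7 µM)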 | 0.84% of 97,000 active; in the data active means inhibition above about 19%;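 further: 0% = DMSO and 100% = reference compound high control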
PLAP activator – activates human placental alkaline phosphatase. AID 696. purified PLAP enzyme, luminescent substrate read-out; stronger effect = higher value. activation fold at 20 µM. P05187. 1.2% of 96,000 active; in the data active means activation fold above about 2
S1P2 agonist – S1P2 (human) receptor agonism; O95136; S1P2-expressing cell line, agonist reporter read-out; activation, % at 4.5 µM; 0.46% of 97,000 active; in the data active means activation above about 16%;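 further: 0% = vehicle low control and 100% = maximal reference agonist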
EphB4 antag – blocks human EphB4 binding to ephrin-B2; 0.15% of 97,000 active; EphB4 LBD / TNYL-RAW-Alexa532 peptide, fluorescence polarization; inhibition, % at 7 µM;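 active means inhibition above the screen-wide mean inhibition plus 3 SD, cut at about 15% in these data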;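 further: 0% = DMSO wells and 100% = excess unlabeled TNYL-RAW peptide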
MT1-MMP txn act – MT1-MMP promoter transcription activation. HT1080 MT1-MMP promoter luciferase reporter, luminescence, overnight; stronger effect = higher value. activation factor at 10 µM. 0.16% of 86,000 active;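 active means activation factor of at least 2 for MT1-MMP transcription at 10 µM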
PLK1 kinase inh – PLK1 (human) kinase inhibition; inhibition, % at 10 µM; 0.53% of 97,000 active; recombinant PLK1 kinase, TR-FRET peptide phosphorylation;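 active means inhibition of 50% or more in the single-concentration screen; inactive means inhibition below 50%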;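 further: 0% = DMSO max control and 100% = H-89 dihydrochloride min control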
Numbers without * were called inactive; . = no result given.

SMILES	S1P2 blocker	PLK1 PBD inh	HIV Rev-RRE inh	FAK inh	PLAP activator	S1P2 agonist	EphB4 antag	MT1-MMP txn act	PLK1 kinase inh
COc1ccc(/C(O)=C2/C(=O)C(=O)N(CCCC(=O)O)C2c2ccc(OC)c(OC)c2)cc1 (stereo unspecified)	20	-20	10	1	1.2	-9	3	1.1	6
CCOC(=O)C1=C(c2ccccc2)N=C2SCC(=O)N2C1c1ccc2c(c1)OCO2 (stereo unspecified)	1	9	3	5	0.9	-2	5	1.1	1
O=C(Cn1cnc2c(oc3ccccc32)c1=O)N1CCCc2ccccc21	-1	3	5	-1	1.1	-4	-4	.	-5
CCn1c(=NC(=O)c2ccco2)sc2cccc(F)c21	12	27	13	8	0.7	-6	3	.	-1
O=C(NCc1cccs1)C1CC(=O)N(c2ccc(F)cc2)C1 (stereo unspecified)	20	-15	11	-5	0.9	-9	7	1.1	-8
O=C(CSc1nc(O)c(Cc2ccccc2F)c(=O)[nH]1)N1CCCCCC1	9	-14	9	-2	1	-2	-3	1	-2
O=C(OCc1ccccc1)C1CCCN1C(=O)c1cccs1 (stereo unspecified)	2	-21	7	3	1	-10	4	1.2	-7
Cc1ccn2cc(CCNS(=O)(=O)c3ccc4c(c3)OCCO4)nc2c1	2	13	4	-1	1.7	-3	-7	.	-8
O=C(CCN1C(=O)c2ccccc2C1=O)N1CCCCCC1	1	-17	2	0	0.9	-5	1	1.1	-5
O=C(CN1C(=O)C2CC=CCC2C1=O)Nc1nc2ccccc2[nH]1 (stereo unspecified)	29	3	4	2	1.6	-7	-4	1.1	-15
Cc1ccc(N=Nc2ccc(O)c(/C=N\NC(=O)c3ccc(N)cc3)c2)cc1C	12	0	-11	13	1.4	-1	4	.	-6
O=C(C1CCN(S(=O)(=O)c2ccc(-n3cnnn3)cc2)CC1)N1CCN(c2ccccc2)CC1	14	-3	8	8	0.8	-8	6	1.1	-9
O=C(Nc1ccc(N2CCCCC2)cc1)c1cccnc1Cl	-5	28	5	-1	1	-5	4	1.2	-4
CCOc1ccc(Cl)cc1S(=O)(=O)N1CCN(c2ccc(C)c(C)c2)CC1	4	-1	8	-1	1.1	-4	5	1.2	-13
Cc1c(C(=O)NCC2COc3ccccc3O2)oc2ccc(S(=O)(=O)N3CC(C)CC(C)C3)cc12 (stereo unspecified)	-1	0	2	0	1.9	-5	-2	1.1	-21
c1ccc2[nH]c(NCCN3CCOCC3)nc2c1	-22	-10	4	0	1	-2	4	1.1	-12
COc1ccc(N(Cc2cc(=O)[nH]c3ccccc23)C(=O)c2ccco2)cc1	14	-22	-2	2	1.5	-5	-2	1	-4
CCOc1ccc(C2N(c3ccc(Cl)cc3)C(=O)C3CCCN32)cc1OC (stereo unspecified)	1	-18	3	-4	1.7	-4	3	1.2	-1
Fc1ccc(NC(=S)NN=C2CCCCCC2)cc1	2	14	1	0	0.9	-9	0	1.5	-4
O=C(Nc1nccs1)c1cccc(N2C(=O)c3cccc4c([N+](=O)[O-])ccc(c34)C2=O)c1	-12	-11	51*	-1	1.2	5	1	.	-13
Cc1cccc2cc(COC(=O)c3cccnc3)c(=O)[nH]c12	5	15	-2	2	1.1	-5	7	1.5	6
O=C(OC(C(=O)NCc1cccs1)c1ccccc1Cl)c1ccco1 (stereo unspecified)	20	-27	4	2	1.2	-5	-1	1.1	-8
Cc1ccc(C(C)C)c(OCCN(C)C)c1	22	-13	8	0	1.3	-1	-3	1	4
Brc1cc2[nH]cnc2c2ccccc12	4	-2	5	18	0.7	-3	4	1.3	21
CC(=O)Oc1ccc(CCC(C)OC(C)=O)cc1 (stereo unspecified)	-12	-7	3	-1	1	-6	0	1	0
CCOc1ccc(C(CCc2ccccc2)NC(=O)c2ccccc2)cc1OCC (stereo unspecified)	0	-19	-1	-3	0.9	-2	6	.	-14
COCCNC(=O)CSc1ncnc2sccc12	9	-13	10	8	1	-7	0	1.2	-16
CCOC(=O)c1ccc(N2C(=O)C(O)=C(C(C)=O)C2c2ccccn2)cc1 (stereo unspecified)	23	-21	6	5	1.3	-4	4	1.2	-3
COc1ccc(C2(O)CC3CCC(C2)N3c2cc(C)nc(-c3ccccc3)n2)cc1 (stereo unspecified)	15	-2	14	2	1.5	-7	9	1.2	-11
COCc1cc(=O)n2[nH]c(-c3ccccc3)cc2n1	-1	-6	2	-2	1.1	-7	0	1.4	-11
COc1ccc(S(=O)(=O)Nc2ccc(S(=O)(=O)N3CCCCC3)cc2)cc1C	13	-17	15	4	1.3	-9	4	1	-5
COc1ccc(N2C(=O)CC(N3CCN(c4ccccc4F)CC3)C2=O)cc1 (stereo unspecified)	-19	17	-5	-3	0.9	-5	-2	1.1	-13
Cc1ccc(-c2noc(C3CCCN(C(=O)c4ccc(F)cc4F)C3)n2)cc1 (stereo unspecified)	1	4	2	-13	1.5	-5	-5	1	0
CCSCCOC(=O)C1=C(C)NC(=O)NC1c1cc(OC)ccc1OC (stereo unspecified)	16	-33	1	2	0.9	-4	4	1	-23
Cc1sc2ncnc(SCC(=O)N3CCCC3=O)c2c1C	3	6	2	-3	1.1	0	1	1	7
CC(=O)c1c(C)nc(-c2ccc(Cl)cc2)nc1N=CN(C)C	-5	2	10	2	1	-4	5	1.7	-4
COc1ccc(S(=O)(=O)N(CCCN2CCCC2=O)Cc2cc3c(C)cc(C)cc3[nH]c2=O)cc1	2	-9	3	-4	1.4	-3	3	1	-17
Cc1ccnc(SCCn2c(N3CCCCC3)nc3c2c(=O)[nH]c(=O)n3C)n1	-7	-2	5	-2	0.9	-4	-1	1	-10
O=C(OCC(F)(F)F)c1cccc(COc2ccc3ccccc3c2)c1	8	4	14	2	0.6	0	-3	.	-12
CCOC(=O)CN(C(=O)CNC(=O)c1cccs1)C(C(=O)NC1CCCCC1)c1cccs1 (stereo unspecified)	-10	8	9	1	.	-4	-1	0.9	-9
Cc1cccc(NC(=S)NC(=O)CCc2ccccc2)c1C	-14	9	6	0	1.2	-5	4	.	-14
C=CCn1c(SCC(=O)c2cccs2)nc2sc(C)c(C)c2c1=O	-46	-15	16	0	.	-4	-8	1.2	-10
COc1ccc(OC)c(S(=O)(=O)N(C)CC(=O)Nc2cc(Cl)ccc2OC)c1	-16	-12	10	1	.	-3	1	1.2	-13
CC1CC(C)CN(CC(=O)N2CCc3[nH]c4ccccc4c3C2)C1 (stereo unspecified)	14	-32	6	-5	1.7	-3	-1	1.3	-4
CCn1c(=O)cc(SCC(=O)Nc2ccc(OC)c(OC)c2)c2ccccc21	-26	-13	7	0	1.6	3	3	1	1
CNc1ccccc1-n1ccc(-c2ccccc2)n1	-13	-3	4	-1	1.1	-1	-2	1.6	-10
NC(=O)/C=C\C(=O)Nc1cccc(C(F)(F)F)c1	-16	3	2	3	1	-3	-1	.	-2
O=C(O)C1CCCN1S(=O)(=O)c1cccs1 (stereo unspecified)	3	13	4	0	1	-2	-1	.	-10

14 entries from above in a different format.
S1P2 blocker,PLK1 PBD inh,HIV Rev-RRE inh,FAK inh,PLAP activator,S1P2 agonist,EphB4 antag,MT1-MMP txn act,PLK1 kinase inh,molecule
3,6,2,-3,1.1,0,1,1,7,Cc1sc2ncnc(SCC(=O)N3CCCC3=O)c2c1C
-5,2,10,2,1,-4,5,1.7,-4,CC(=O)c1c(C)nc(-c2ccc(Cl)cc2)nc1N=CN(C)C
2,-9,3,-4,1.4,-3,3,1,-17,COc1ccc(S(=O)(=O)N(CCCN2CCCC2=O)Cc2cc3c(C)cc(C)cc3[nH]c2=O)cc1
-7,-2,5,-2,0.9,-4,-1,1,-10,Cc1ccnc(SCCn2c(N3CCCCC3)nc3c2c(=O)[nH]c(=O)n3C)n1
8,4,14,2,0.6,0,-3,.,-12,O=C(OCC(F)(F)F)c1cccc(COc2ccc3ccccc3c2)c1
-10,8,9,1,.,-4,-1,0.9,-9,CCOC(=O)CN(C(=O)CNC(=O)c1cccs1)C(C(=O)NC1CCCCC1)c1cccs1 (stereo unspecified)
-14,9,6,0,1.2,-5,4,.,-14,Cc1cccc(NC(=S)NC(=O)CCc2ccccc2)c1C
-46,-15,16,0,.,-4,-8,1.2,-10,C=CCn1c(SCC(=O)c2cccs2)nc2sc(C)c(C)c2c1=O
-16,-12,10,1,.,-3,1,1.2,-13,COc1ccc(OC)c(S(=O)(=O)N(C)CC(=O)Nc2cc(Cl)ccc2OC)c1
14,-32,6,-5,1.7,-3,-1,1.3,-4,CC1CC(C)CN(CC(=O)N2CCc3[nH]c4ccccc4c3C2)C1 (stereo unspecified)
-26,-13,7,0,1.6,3,3,1,1,CCn1c(=O)cc(SCC(=O)Nc2ccc(OC)c(OC)c2)c2ccccc21
-13,-3,4,-1,1.1,-1,-2,1.6,-10,CNc1ccccc1-n1ccc(-c2ccccc2)n1
-16,3,2,3,1,-3,-1,.,-2,NC(=O)/C=C\C(=O)Nc1cccc(C(F)(F)F)c1
3,13,4,0,1,-2,-1,.,-10,O=C(O)C1CCCN1S(=O)(=O)c1cccs1 (stereo unspecified)

Next section
SMILES	S1P2 blocker	PLK1 PBD inh	HIV Rev-RRE inh	FAK inh	PLAP activator	S1P2 agonist	EphB4 antag	MT1-MMP txn act	PLK1 kinase inh
O=C(CS(=O)(=O)c1cn(Cc2cccc(F)c2)c2ccccc12)N1CCOCC1	19	1	-2	4	1.1	-6	-5	1.1	-16
CC(NC(=O)Nc1ccc(F)cc1F)c1ccncc1 (stereo unspecified)	-4	6	1	0	0.9	2	-6	1.1	-7
C/C(N)=C(/C#N)C(=O)COC(=O)CCC1CCCC1	-23	-5	0	0	0.9	-5	5	1.1	0
Cc1ccccc1-n1c(C)cc(/C=N/Nc2ccc([N+](=O)[O-])cn2)c1C	24	-17	33	4	0.7	2	5	1.4	-15
CCOc1ccc(Nc2nc(Cc3nnc(SCC(=O)NC4CCCCC4)n3C)cs2)cc1	10	-15	0	12	1.8	-2	-3	.	-4
O=C(CN1CCN(c2ccc(F)cc2)CC1)Nc1ccc(F)c(F)c1	0	-17	0	3	1	-5	-2	1.2	-10
O=C1c2ccccc2C(=O)C1c1ccncc1	24	-21	8	25*	0.7	-5	5	0.6	11
COc1ccc(-c2ccnc3nc(-n4cccc4)nn23)cc1	-9	6	4	5	1	-4	-6	.	-10
CCCC1=C(C(=O)OCC)C(c2ccccc2OC)NC(=O)N1 (stereo unspecified)	13	-5	3	0	0.8	2	-2	1.1	-13
O=C(O)c1cc2c(ccc3ccccc32)o1	16	-2	8	-2	1.2	-4	0	1.5	-6
COCCCn1c(Cc2csc(Nc3cccc(Cl)c3)n2)nnc1SCC(=O)OC1CCCCC1	22	4	3	14	1.1	-7	5	0.9	-12
CCCN(CCC)C(=O)Cn1c(=O)n(CCCCC(=O)NCc2ccco2)c(=O)c2ccccc21	-10	-3	2	2	1.4	-2	-4	.	-24
CN(c1ccccc1C(=O)O)S(C)(=O)=O	-17	18	7	-9	1.1	-2	6	1.2	-9
Clc1ccc(Cc2nn3c(-c4ccncc4)nnc3s2)cc1	-13	13	1	-3	.	-3	0	1.1	44
Clc1ccc(Cn2cc(/C=N/n3cnnc3)c3ccccc32)c(Cl)c1	-7	1	10	5	1.1	-4	2	1.2	-6
Cc1cnc(C(=O)OCC(=O)Nc2cccc(Cl)c2)cn1	-8	-8	-1	3	1.1	-2	-3	1.2	-2
